# Screens from PubChem BioAssay.
# BAZ2B inh: BAZ2B (human) inhibition. Potency, µM (doses to about 114 µM), for inactives: at the top dose activity change, negative = inhibition, most hits filed as inhibitors. 4.4% of 360,000 active. AID 504333. AlphaScreen BAZ2B-H3K14Ac peptide displacement. Q9UIF8; also: nearly all actives have a fitted effect of over 60% in size
#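 Multi-concentration screen (max 110 uM) measuring displacement of acetylated histone H3 peptide from BAZ2B by AlphaScreen, using 50 nM protein, 50 nM peptide and 10 ug/mL streptavidin donor plus Ni-chelate acceptor beads.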
# G9a inh: inhibitors of human histone lysine methyltransferase G9a | 8.8% of 350,000 active | G9a H3K9 monomethylation, AlphaScreen, 2 h | Q96KQ7 | Potency, µM (highest dose often 102 µM), without a hit: at the top dose activity, negative = inhibition, hits mostly inhibitors; also: nearly all actives have a fitted effect of over 75% in size
# Target sequence (Q96KQ7 913-1193 limits assumed): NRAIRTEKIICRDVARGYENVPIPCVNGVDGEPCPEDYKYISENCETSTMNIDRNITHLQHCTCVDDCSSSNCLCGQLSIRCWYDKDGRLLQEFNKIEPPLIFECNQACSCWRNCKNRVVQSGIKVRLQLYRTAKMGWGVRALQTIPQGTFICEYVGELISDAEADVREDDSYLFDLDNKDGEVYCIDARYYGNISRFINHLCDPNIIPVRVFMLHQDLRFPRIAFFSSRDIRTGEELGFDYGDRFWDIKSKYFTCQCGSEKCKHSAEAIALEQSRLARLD
#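 AlphaScreen detection with an anti-monomethyl H3K9 antibody quantified product after a 2 h room-temperature reaction containing 500 nM biotinylated H3K9 peptide, 20 µM SAM and 20 nM enzyme, which had been preincubated 15 min with compound.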
# Numbers without * were called inactive; ? = inconclusive; [ ] = dose if it differs, or a comment. Calls follow the shape of the dose curve; as a rule, active = well fitted inhibition curve with a large enough effect; inconclusive = small, poorly fitted or top-dose-only effect; inactive = no such curve, though single readings can be large or run the other way. % is scaled to controls: 0 for no effect and ±100 for the full control effect; potency is read from the fitted curve at half-maximal effect. An excerpt; rates above refer to the full screens.
BAZ2B inh	G9a inh	Molecule
-3.2%	?	FC(F)(F)c1ccc(CN2C[C@@H]3C(c4ccccc4)C4(c5ccccc5)CC3(C4)[C@H]2c2ccccc2)cc1 (stereo partly drawn)
-34.3%	?	COC(=O)[C@@H]1CC[C@H](C)[C@@H](c2ccc(C)cc2)N1C(=O)c1ccc(/C=N/O[C@H](C)c2cn([C@@H]3COC[C@H]3O)nn2)cc1
-2.0%	-1.2%[12.7 µM]	Cc1cc(C)n2nc(CCCCc3nc4nc(C)cc(C)n4n3)nc2n1
?	?	Cc1ccc(S(=O)(=O)N2C(=O)/C(=C3\SC(=S)NC3=O)c3ccccc32)cc1
2.8%	14.6%[59 µM]	Cc1cc(C)c(S(=O)(=O)N2CCN(c3nc4c(c(=O)n(C)c(=O)n4C)n3C)CC2)c(C)c1
-30.4%	?	CCOC(=O)c1c(C)[nH]c(C(=O)NCc2ccco2)c1C
?	22.4µM*	C#CCOCCOCCOCCNc1nc(N2CCN(C(=O)Cn3cc(CCCN=C(N)N)nn3)CC2)nc(N2CCN(C(=O)[C@H]([C@@H](C)CC)n3cc(CCCN=C(N)N)nn3)CC2)n1
1.6%	-50.6%[59 µM]	CCC(C)NC(=O)CSc1nc2ccc(N3CCOCC3)cc2c(=O)n1CCc1ccccc1 (stereo not drawn)
10.2%	?	O=C(N1CCNCC1)N1CCOCC1
3.0%	6.7%	O=C(Nc1ccccc1)N1CCN(C(=O)Nc2ccccc2)CC1
-16.7%	42.8%[activator]	Cn1c(=O)c2ncn(CC(=O)N=Nc3c(O)[nH]c4ccccc34)c2n(C)c1=O
7.2%	10.8%[59 µM]	C/C(=N\Nc1ccc(C(=O)O)cc1)c1nc2ccccc2n1C
3.0%	-8.0%[59 µM]	CCOc1ccc(C2C(C(=O)c3ccco3)=C(O)C(=O)N2CCN(C)C)cc1 (stereo not drawn)
39.8µM*	12.6µM*	COc1cc2c(cc1O)[C@H](Cc1ccc(Oc3cc(C[C@@H]4NCCc5cc(OC)c(O)cc54)ccc3O)cc1)NCC2
-23.3%	-0.7%[12.7 µM]	O=C(Nc1nc2ccccc2s1)Nc1ccc([N+](=O)[O-])cc1Cl
-3.0%	10.7%[59 µM]	COc1ccc(-c2cccc(C3CC=CC4C3C(=O)N(Cc3ccccc3)C4c3cc(C)ccc3F)c2)cc1 (stereo not drawn)
1.1%	78.1%[activator][59 µM]	CCOC(=O)c1c(-c2cccs2)csc1NC(=O)CNCCN1CCOCC1
-3.8%	-36.6%	COc1ccccc1Nc1nc(NCCO)c2ccccc2n1
79.4µM*	2.82µM*	O=S1(=O)c2ccccc2N=NN1Cc1ccc(Cl)c(Cl)c1
-3.7%	?	C=CCn1cnnc1SCC(=O)Nc1cccnc1Cl
5.1%	-3.4%[59 µM]	COc1ccc(F)cc1CN1CCN(c2cc(C)nc3c4c(C)cc(C)nc4nn23)CC1
78.0%[activator]	116.3%[activator]	CC(=O)C1=NN(c2ccccc2)C(c2cccs2)N1c1ccccc1 (stereo not drawn)
-22.2%	-32.4%[12.7 µM]	Cc1csc(CNc2ncnc3ccc(-c4ccco4)cc23)c1
-15.3%	29.4%[12.7 µM]	CCCCCCN(C(=O)CCCCCN1C(=O)NC(c2ccc(C(C)(C)C)cc2)C(C(=O)OCc2ccccc2)=C1C)C(C(=O)NCCCC)c1ccc(OCC(=O)OC)c(C(=O)OC)c1 (stereo not drawn)
260.5%[activator]	229.8%[activator][59 µM]	CCOC(=O)C1(CCCCCCOc2ccc(Cl)cc2)CO1 (stereo not drawn)
5.1%	10.9%[59 µM]	Cc1ccc(C2=NN(CCC(=O)NCCC(C)C)C(=O)CC2)cc1
?	31.6µM*	N#C/C(=C/c1ccc(Br)o1)C(N)=S
1.8%	15.3%[59 µM]	Cc1nc2nc(-c3ccc(Cl)cc3)[nH]n2c(=O)c1C
-36.8%	20µM*	COc1ccc(N2CCN(C(=O)c3ccc4c(c3)NC(=O)C(CSCc3cccc(F)c3)N4)CC2)cc1 (stereo not drawn)
7.08µM*	-6.2%[0.501 µM]	CN(C)c1ccc(/C=C2/C(=O)N(c3ccc([N+](=O)[O-])cc3)N=C2N2CCOCC2)cc1
-30.9%	?	O=C(Nc1c(-c2cccs2)nc2ccccn12)c1ccc2ccccc2c1
-17.7%	-16.2%[59 µM]	Cc1c(Cl)ccc2c(C(=O)NC(C)c3ccncc3)cc(-c3ccncc3)nc12 (stereo not drawn)
9.5%	-17.2%	Cc1nc2c(cnn2-c2ccc(Cl)cc2)c(=O)n1-c1ccc(N2CCC(C)CC2)cc1
4.4%	?	CC(C)CCNC(=O)c1ccc(Cl)c(N)c1
44.7µM*	?	C#CCOCCOCCOCCNc1nc(N2CCN(C(=O)[C@H](CCC(=O)O)n3cc(C(N)CO)nn3)CC2)nc(N2CCN(C(=O)[C@H](CCCCN)n3cc(C(N)CC(C)C)nn3)CC2)n1 (stereo partly drawn)
-2.4%	3.98µM*	O=C(CSC(=S)N1CCOCC1)Nc1nc(=O)c2ccccc2s1
1.8%	-9.8%	COc1ccccc1N/C(=N/c1nc(C)cc(C)n1)NC(C)=O
?	-1.7%[12.7 µM]	C/C=C/C=C/[C@H]1Cc2cc(O)cc(O)c2O1
?	?	c1coc(C2Nc3cccc4cccc(c34)N2)c1
?	39.8µM*	CCn1c(-c2cc(-c3ccc(C)c(C)c3)nc3ccccc23)n[nH]c1=S

# Grouped by structure, the entries above containing two or more sulfur atoms
BAZ2B inh	G9a inh	Molecule
?	?	Cc1ccc(S(=O)(=O)N2C(=O)/C(=C3\SC(=S)NC3=O)c3ccccc32)cc1
1.1%	78.1%[activator][59 µM]	CCOC(=O)c1c(-c2cccs2)csc1NC(=O)CNCCN1CCOCC1
-2.4%	3.98µM*	O=C(CSC(=S)N1CCOCC1)Nc1nc(=O)c2ccccc2s1

# Going on with the list:
BAZ2B inh	G9a inh	Molecule
11.9%	?	CC1(C)Cc2c(c(N3CCCC3)[nH]c(=S)c2C#N)CO1
?	11.2µM*	O=[N+]([O-])c1cccc(-c2nc(Oc3ccc(Cl)cc3)c3ccccc3n2)c1
6.0%	9.0%[12.7 µM]	Cc1cc2c(s1)c1c(C)nn(Cc3ccccc3F)c(=O)c1n2C
-9.3%	12.6%[59 µM]	Cn1c(-n2c(CCN3C(=O)c4ccccc4C3=O)nc3ccccc3c2=O)nc2ccccc21
-14.0%	32.7%	O=C(OCc1cccc([N+](=O)[O-])c1)c1cc(=O)[nH]c2ccccc12
79.4µM*	0.4%[12.7 µM]	COC(=O)C1=C(C)N(Cc2ccccc2)C(=NCc2ccco2)N[C@H]1c1ccc(Br)cc1
2.1%	29.3%	Cn1c(=O)c2c(nc(SCC(=O)c3ccccc3F)n2C)n(C)c1=O
-25.2%	14.1µM*	COc1ccc(-n2c(=S)[nH]c3sc4c(c3c2=O)CCN(C)C4)cc1
79.4µM*	11.2µM*	COCc1cc(C)nc(N/N=C/c2ccc(-c3ccc(C(=O)O)c(Cl)c3)o2)c1C#N
6.2%	19.9%[59 µM]	OC1CNCc2cc3c(cc21)OCCO3 (stereo not drawn)
-8.3%	11.7%[12.7 µM]	O=C(Nc1ccccc1Cl)Oc1ccc2ccccc2c1
?	11.2µM*	CN1C(=O)/C(=C/c2cn(CC(=O)N3CCCCC3)c3ccccc23)c2ccccc21
11.5%	?	CCOc1ccc(C2/C(=C(/O)c3ccc(Cl)cc3)C(=O)C(=O)N2CCCN(C)C)cc1OC (stereo not drawn)
31.6µM*	?	O=C1/C(=C/c2ccc([N+](=O)[O-])cc2)CCc2ccccc21
?	15.8µM*	N#CC1=C(N)OC2=C(CCC/C2=C/c2ccoc2)C1c1ccoc1 (stereo not drawn)
-11.1%	-24.9%	Cn1c(=O)n(C)c2cc(/C=N/NC(=O)c3ccncc3)ccc21
10.7%	7.5%[12.7 µM]	COc1cc(C(=O)N(C)c2nnc(-c3cccnc3)s2)cc(OC)c1OC
7.5%	14.5%[59 µM]	CCc1ccc(NC(=O)Cc2ccc(OC)cc2)cc1
-24.0%	?	CC1CN(S(=O)(=O)c2cccc(-c3cn4cccnc4n3)c2)CC(C)O1 (stereo not drawn)
0.891µM*	2.24µM*	COC(=O)CCCC[C@H]1SC[C@H]2NC(=O)N[C@]21O
56.2µM*	?	CC(=O)Nc1ccc([C@H]2[C@H](C)CC[C@H]3C(=O)N4[C@@H](CC[C@@H](C)[C@@H]4c4ccc(NC(C)=O)cc4)C(=O)N32)cc1
0.4%	-4.8%[12.7 µM]	C[n+]1nc(Nc2ccccc2)sc1-c1ccc(C(=O)O)cc1
-36.4%[22.9 µM]	14.1%[2.33 µM]	O=c1oc2ccc(F)cc2c2c1C1O[C@](c3ccsc3)(Cc3c1ccc1ccccc31)O2
-34.2%	50.1µM*	C/C(CCN1CCc2nc(-c3ccccc3)c(-c3ccccc3)cc2C1)=N\O[C@H](C)c1cn([C@H](CO)Cc2ccccc2)nn1
-7.4%	1.5%	CC(=O)C(Sc1nc(-c2ccc(F)cc2)nc2c1c(=O)n(C)c(=O)n2C)C(C)=O
-22.8%	-32.0%	CCC(C)C(=O)Nc1cccc(SC)c1 (stereo not drawn)
-7.3%	?	CN(CCCCCNC(=O)/C=N/O)Cc1ccccc1
-6.0%	-34.6%[12.7 µM]	CC(=O)c1ccc(NC(=O)c2cc3nc4c(c(C(F)(F)F)n3n2)CCCC4)cc1
?	12.5%[59 µM]	CSc1nc(NCc2ccco2)c2c3c(sc2n1)CN(C)CC3
10.1%	10µM*	CCOC(=O)c1cc2c(=O)n3ccccc3nc2n(CCCOC)c1=NC(=O)c1cccnc1
-1.8%	-8.2%[12.7 µM]	CCOC(=O)c1cnc2ccc(C(=O)OC)cc2c1NCc1ccco1
-25.1%	?	Cc1ccc(-n2c(N)c(C(=O)Nc3c(C)n(C)n(-c4ccccc4)c3=O)c3nc4ccccc4nc32)cc1C
7.0%	5.2%[59 µM]	COc1cc(C(=O)Nc2c(-c3ccccn3)c(=O)c3ccccc3n2C)cc(OC)c1OC
-29.4%	77.1%[activator][59 µM]	CC(C)(C)C(=O)Nc1ccnc(-c2cccnc2)n1
50.1µM*	8.91µM*	CCN(CC)CCCNCC(=O)Nc1ccc(OC)c(Cl)c1
5.7%	-36.6%	Cc1ccc(N2CCCn3c2nc2c3c(=O)n(CCN3CCOCC3)c(=O)n2C)cc1
-36.0%	7.08µM*	Cc1nccn1CC(=O)N/N=C/c1ccc(O)c(O)c1
-21.2%	-11.4%	Cc1ccc(/C=N/n2c(C)nc3ccccc3c2=O)s1
4.7%	0.0%[59 µM]	CCN1CCN(C2CCN(C(C)=O)CC2)CC1
-4.7%	6.9%	CC(NC(=O)CCN1N=C(c2ccccc2)CCC1=O)c1ccc2c(c1)OCCO2 (stereo not drawn)

# Arranged by the number under BAZ2B inh (ascending): some entries from above.
BAZ2B inh	G9a inh	Molecule
31.6µM*	?	O=C1/C(=C/c2ccc([N+](=O)[O-])cc2)CCc2ccccc21
44.7µM*	?	C#CCOCCOCCOCCNc1nc(N2CCN(C(=O)[C@H](CCC(=O)O)n3cc(C(N)CO)nn3)CC2)nc(N2CCN(C(=O)[C@H](CCCCN)n3cc(C(N)CC(C)C)nn3)CC2)n1 (stereo partly drawn)
50.1µM*	8.91µM*	CCN(CC)CCCNCC(=O)Nc1ccc(OC)c(Cl)c1
79.4µM*	2.82µM*	O=S1(=O)c2ccccc2N=NN1Cc1ccc(Cl)c(Cl)c1

# (next part)
BAZ2B inh	G9a inh	Molecule
-35.6%[22.9 µM]	5.3%[2.33 µM]	N#Cc1ccc2c(c1)C[C@]1(CCCCN3C(=O)c4ccccc4C3=O)Oc3c(c(=O)oc4ccc(F)cc34)C2O1
12.7%	36.1%[12.7 µM]	Cc1sc2c(c1C)c(=O)nc1n2Cc2ccccc2-1
9.7%	5.7%[59 µM]	Cc1nn(-c2ccccc2)c(Cl)c1C(=O)N(C)c1nc(-c2ccc(F)cc2)cs1
-30.4%	?	O=C1Nc2cc(C(=O)N3CCN(c4ccccc4F)CC3)ccc2NC1CSCc1ccccc1F (stereo not drawn)
-2.3%	?	COCCNS(=O)(=O)c1ccc2c(c1)oc(=O)c1cc(S(=O)(=O)NCCOC)ccc12
3.1%	1.5%[0.501 µM]	Cc1ccc2c3c(c(SCC(=O)Nc4nccs4)nc2c1)CCCC3
-4.4%	4.8%	CCOC(=O)c1ccc(CNC(=O)Cn2nnc(-c3cccc(C)c3)n2)o1
-35.7%	70.8µM*	CCCNC(=O)OC[C@H]1O[C@H](CCO/N=C/c2ccc(C(=O)N3[C@H](c4ccc(C)cc4)[C@@H](C)CC[C@H]3C(=O)OC)cc2)C=C[C@@H]1Oc1ccc(OC)cc1
?	79.4µM*	O=C(c1ccc(Cl)cc1[N+](=O)[O-])N(Cc1ccccc1)Cc1ccccc1
?	?	On1c2c(c3c4nonc4ccc31)CCCC2
5.6%	-5.5%[59 µM]	O=S(=O)(c1ccccc1)N1CCC(N2CCN(c3ccccc3)CC2)CC1
-19.0%	10.5%	Cn1cc(C(=O)N2CCc3ccccc3C2)c(=O)c2cc(S(=O)(=O)N3CCCCC3)ccc21
6.3%	0.2%	COCCOC(=O)C1=C(C)NC(=O)NC1c1c(Cl)nc2c(C)cccn2c1=O (stereo not drawn)
-1.3%	-4.9%[59 µM]	CC(=O)c1cc2c(cc1NC(=O)c1ccccc1C)OCO2
1.9%	17.7%[59 µM]	Cc1nn(-c2ccccc2)c(Cl)c1/C=N/NC(=O)C1COc2ccccc2O1 (stereo not drawn)
